FUS yeast rescue: FUS proteinopathy suppression in yeast | S. cerevisiae FUS-expressing, growth rescue, OD600, 24 h | Potency, µM (highest dose often 76.6 µM), for inactives: at the top dose growth rescue (activation), actives largely listed as activators | hit rate 0.24% among 390,000 | AID 1347120;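 note: potency is the fitted concentration of half-maximal effect; plate controls were DMSO vehicle for no effect and reference control for full effect; nearly all actives have a fitted effect of over 55% in size; some results filed as inactive show a strong effect at the top dose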
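Absorbance at 600 nm, taken 24hr after compound addition, measured rescue of FUS-yeast growth at 30C. Induction used 2% galactose with seeding at OD 0.005. Controls: CP55940 from 92uM final, DMSO only.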
Abeta rescue: restores growth of yeast expressing A-beta42 peptide | yeast expressing A-beta42, growth rescue, OD600, 48 h; response scale: 0% DMSO, 100% iron-clioquinol control | Potency, µM (series often up to 46.1 µM), without a hit: at the highest dose growth rescue, most hits filed as activators | hit rate 0.063% among 410,000 | AID 1347071; note: potency is the fitted concentration of half-maximal effect; nearly all actives have a fitted effect of over 55% in size
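Yeast growth medium received pinned compounds, then yeast cells expressing toxic A-beta were added; plates incubated at 30 C for 48 hr. Growth read as absorbance at 600 nm, normalized to DMSO and equimolar FeCl3 plus clioquinol controls.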
TDP43 rescue: TDP-43 toxicity inhibition in yeast. Potency, µM (series often up to 46.1 µM), without a hit: top-dose growth rescue (activation), actives largely listed as activators. hit rate 1.8% among 410,000. TDP-43 expressing yeast growth rescue, BacTiter-Glo, 24 h; note: potency is the fitted concentration of half-maximal effect; % of control where 0% means no effect; nearly all actives have a fitted effect of over 50% in size
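Growth rescue of TDP-43-toxic yeast measured as ATP luminescence (BacTiter-Glo). Cells grown to mid-log in raffinose, induced in galactose at OD600=0.02, exposed to compound 24 hr at 30 deg C.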
aSyn yeast inh: alpha-synuclein toxicity inhibition in yeast; Yeast expressing alpha-synuclein, growth rescue, BacTiter-Glo, 24 h; Potency, µM (doses to about 46.1 µM), for inactives: at the highest dose growth rescue (activation), usual class: activators; hit rate 0.14% among 370,000; note: potency is the fitted concentration of half-maximal effect; % of control where 0% means no effect; nearly all actives have a fitted effect of over 65% in size
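Readout is rescue of growth in alpha-synuclein-expressing yeast, so inhibitors of toxicity appear as activators. Growth after 24 hr at 30 deg C in galactose medium is quantified by luminescence.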
EPAC2 antagonist: EPAC2 (human) antagonism; AID 720708; Q8WZA2; hit rate 0.18% among 360,000; Potency, µM (top dose mostly 114 µM), for inactives: top-dose activity, negative = inhibition, usual class: inhibitors; EPAC2 GEF exchange of Rap1B-BODIPY-GDP, fluorescence; note: potency is the fitted concentration of half-maximal effect; % is set by controls: 0 for no effect and ±100 for the full control effect; nearly all actives have a fitted effect of over 45% in size; many of its hits are not listed in these tables
DRD3 antagonist: antagonists of human D3 dopamine receptor; P35462; D3R cells, DiscoveRx beta-arrestin luminescence, antagonist mode; active compounds read low; max response, negative = inhibition, %; hit rate 2.5% among 360,000; in the data active = max response below about -50%; inconclusive = no clear call, values can overlap the other calls; note: % is set by controls: 0 for no effect and ±100 for the full control effect; mostly tested at two doses, the higher about 12 µM
Target sequence (P35462 whole entry, looked up): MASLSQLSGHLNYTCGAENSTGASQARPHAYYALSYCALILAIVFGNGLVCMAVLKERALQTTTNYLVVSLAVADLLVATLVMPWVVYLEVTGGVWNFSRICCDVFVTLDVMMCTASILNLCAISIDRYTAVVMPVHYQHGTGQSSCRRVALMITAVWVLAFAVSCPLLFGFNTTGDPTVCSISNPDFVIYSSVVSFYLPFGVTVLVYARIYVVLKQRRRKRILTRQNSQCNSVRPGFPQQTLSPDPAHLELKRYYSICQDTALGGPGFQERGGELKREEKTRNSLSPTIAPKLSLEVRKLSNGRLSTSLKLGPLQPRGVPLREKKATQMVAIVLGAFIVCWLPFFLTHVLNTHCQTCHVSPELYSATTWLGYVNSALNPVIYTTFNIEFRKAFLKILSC
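Cells expressing the human receptor were seeded at 1500 cells/well, incubated overnight at 37 degrees C in 5% CO2, then exposed to library compounds with dopamine controls for 90 minutes at 37 degrees C before luminescent detection.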
D3 ag: agonists of human D3 dopamine receptor; D3R DiscoveRx beta-arrestin cells, luminescence, 90 min; max activation, %; hit rate 0.58% among 410,000; in the data active = max activation above about 30%; note: 0% is about no effect; mostly tested at two doses, the higher about 12 µM
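Cells at 1500/well, incubated overnight, then treated with pinned compounds (dopamine as control) for 90 min at 37 degrees C. DiscoveRx reagent added for 30 - 60 minutes at room temperature; luminescence read.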
EPAC2 agonist: agonists of human EPAC2 (RAPGEF4) | Q8WZA2 | EPAC2 activation, biochemical qHTS; response scale: 100% = 6.5 mM cAMP response | Potency, µM (titrated, usually from 154 µM), for inactives: at the highest dose activation, most hits filed as activators | hit rate 0.079% among 360,000; note: potency is the fitted concentration of half-maximal effect; nearly all actives have a fitted effect of over 50% in size
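Guanine nucleotide exchange by EPAC2 is measured as reduced fluorescence of BODIPY-GDP once it is released from 250 nM Rap1B. Plates are read kinetically for 30 min at room temperature; results are scaled to 6.5 mM cAMP.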
An asterisk follows results filed as active; ? = inconclusive; . = no result given; [ ] = another dose, or the depositor's remark. Unless noted, calls come from the whole dose curve; as a rule, active = well fitted curve in the direction sought with a large enough effect; inconclusive = small, poorly fitted or top-dose-only effect, or another doubt; inactive = no such curve, though single readings can be large; an effect the other way counts as inactive or inconclusive.

SMILES	FUS yeast rescue	Abeta rescue	TDP43 rescue	aSyn yeast inh	EPAC2 antagonist	DRD3 antagonist	D3 ag	EPAC2 agonist
C#CCN1CCc2onc(-c3ccccc3OC)c2C1=O	-26.2%	-15.4%	22.6%	-4.6%	12.5%	5.2	2.9	8.1%
CC(=O)N1c2ccc(S(=O)(=O)N3CCC(C(=O)N4CCCC(C)C4)CC3)cc2CC1C (stereo not given)	14.2%	3.4%	2.9%	1.5%	14.5%	15.7	9.2	-0.4%
CCCCN(C)CCCNC(=O)Cn1ncc2c3ccccc3n(Cc3cccc(Cl)c3)c2c1=O	-5.4%	-9.5%	19.1%[9.22 µM]	.	.	.	-29.9	.
O=C(NNC(=O)C1CC1)c1ccc(F)cc1F	-15.2%	-1.8%	-19.6%	-4.3%	9.4%	8.7	2.1	4.3%
COc1ccccc1CNC(=O)c1cc(C)nc2ccccc12	2.2%	-11.9%	-9.3%	-5.0%	17.8%	1.1	23.1	3.8%
COc1ccc(C(CNC(=O)CCC(=O)c2ccc(C)s2)N2CCOCC2)cc1 (stereo not given)	11.0%	-1.1%	9.1%	0.4%	21.3%	-8.1	-3.1	10.8%
CC(C)c1ccc(OCc2ccc(C(=O)NN3CCN(C)CC3)o2)cc1	-2.5%	-13.4%	8.0%	-0.5%	4.2%	9.5	-0.3	5.9%
C/C(=N\N=c1/sc2ccccc2n1C)c1ccc(N2CCOCC2)cc1	-10.1%	-5.9%	-15.3%	-10.3%	2.5%	10.2	8.4	20.3%
CC(=O)Nc1ccc2nc(SCC(=O)O)sc2c1	6.8%	13.5%	13.2%	1.9%	-4.0%	-17.6	3.1	-6.5%
COc1cccc(NC(=O)CN(C)C(=O)c2ccc3c(c2)C(=O)N(CCC(C)C)C3=O)c1	14.4%	9.1%	12.5%	0.6%	?	50.1	15.0	-1.5%
C/C(NC(=O)c1cccs1)=C1\C(=O)C[C@@H]2[C@H]1C2(C)C	0.9%	-34.9%[inhibitor]	18.9%	-2.3%	0.6%	25.8	1.8	13.2%
Cc1ccccc1NC(=O)/C(C#N)=C\c1cn(CC(=O)O)c2ccccc12	4.4%	-3.5%	0.2%	4.0%	-1.5%	-0.3	9.5	5.8%
COc1cccc(/C=N/Nc2nc(-c3cccnc3)nc3ccccc23)c1	4.3%	-16.3%	12.2%	-1.1%	24.7%	47.6	4.0	-4.3%
N#C/C(=C\Nc1ccc(F)c(Cl)c1)C(=O)C1CC1	0.6%	2.8%	-1.4%	-4.1%	2.2%	-22.7	-2.5	9.6%
CCn1cnc2c1c(=O)n(Cc1cccc(Br)c1)c(=O)n2Cc1ccccc1	26.0%	7.9%	22.4µM*	-0.4%	-5.7%	-1.3	35.0*	10.8%
O=C(CSc1nnc(COc2ccccc2)n1-c1ccccc1)c1cccs1	?	6.7%	?	5.7%	-11.2%	2.8	-10.3	-1.6%
NC(=O)C1CC(=O)N(c2ccc(OCc3ccccc3Cl)cc2)C1 (stereo not given)	16.9%	-7.0%	11.2%	-1.9%	-2.3%	-5.0	2.7	5.3%
CC1=NCCN1CCNC(=O)Nc1ccc(C(C)(C)C)cc1	7.8%	-4.6%	-4.3%[1.82 µM]	-0.6%	6.3%	19.2	-6.4	0.8%
Cc1nc2sc(C(c3cccc(F)c3)N3CCCC(C)C3)c(O)n2n1 (stereo not given)	23.2%	-0.6%	-16.8%	-3.9%	18.4%	-19.0	0.9	0.0%
O=C(N/N=C1\NC(=O)C(CO)(CO)S1)c1ccccc1	13.9%	5.1%	-3.1%	0.2%	5.4%	17.9	2.6	6.3%
CCn1c(-c2ccc(C(C)(C)C)cc2)n[nH]c1=S	6.8%	-25.2%	26.4%	0.2%	-14.9%	-30.0	-6.7	0.6%
O=C1c2ccccc2C(=O)N1CCc1c(-c2[nH]c3ccccc3c2CCN2C(=O)c3ccccc3C2=O)[nH]c2ccccc12	2.7%	4.4%	19.7%	0.3%	9.8%	15.4	9.1	1.5%
COc1ccc(N2C(=O)CC(c3ccc(OC(C)C)cc3)C2=O)cc1 (stereo not given)	-17.8%	-6.7%	21.0%	-0.9%	0.2%	-3.9	2.1	4.7%
COc1ccccc1NC(=O)c1ccc(NC(=O)COC(=O)C2(C)CC2(Cl)Cl)cc1 (stereo not given)	13.4%	-6.0%	15.8%	4.2%	-0.2%	23.9	14.6	18.2%
CC(=O)Oc1ccc(-c2cccc(C(=O)NCCCO)c2)cc1	16.0%	1.4%	-20.3%	-2.1%	-3.3%	-13.1	-7.5	-3.0%
Carrying on:
SMILES	FUS yeast rescue	Abeta rescue	TDP43 rescue	aSyn yeast inh	EPAC2 antagonist	DRD3 antagonist	D3 ag	EPAC2 agonist
O=C(NCc1ccc(F)cc1)c1ccc2c(c1)nc1n2CCCCC1	-4.1%	1.0%	8.8%	.	.	.	-8.9	.
c1ccc(-c2ccccc2OCCCN2CCCCCC2)cc1	-10.8%	12.3%	-7.8%	-3.2%	6.0%	?	-1.3	-0.2%
Cn1c(CC(=O)Nc2ccccc2)c(Sc2ccccc2)c2ccccc21	-1.5%	-4.3%	7.7%	0.6%	-6.0%	-8.5	2.2	14.2%
CC(OC(=O)c1cccc(S(=O)(=O)Nc2cccc(C(F)(F)F)c2)c1)C(=O)Nc1ccc2c(c1)OCCO2 (stereo not given)	.	25.3%	3.3%	-0.4%	-16.3%	-10.4	4.2	-9.7%
O=C(Cc1ccsc1)NCc1ccccc1F	3.0%	5.6%	3.6%	4.7%	0.8%	0.5	1.5	8.6%
Cc1ccc([N+](=O)[O-])cc1N(CC(=O)NCC1CCCO1)S(C)(=O)=O (stereo not given)	-1.7%	-7.5%	-22.1%[1.82 µM]	0.6%	0.2%	-21.4	-3.0	3.1%
COc1ccc(/C=N\NC(=O)C2COc3ccccc3O2)cc1O (stereo not given)	29.2%	-11.7%	-9.6%	-10.9%	13.3%	-23.9	-9.5	16.3%
COc1cccc(C(=O)NCCC2=CCCCC2)c1	6.5%	-7.9%	8.3%	-2.7%	-4.3%	1.6	-0.9	-8.0%
Oc1ccc(Cl)cc1N=Cc1sc2ccccc2c1Cl	-5.7%	-19.7%	-24.0%[9.22 µM]	-1.8%	-7.8%	-16.0	3.0	1.7%
Cc1ccc2c(cnn2C(=O)CCC(=O)NCc2cccc(Cl)c2)c1	-13.3%	-6.6%	1.3%	1.0%	8.0%	-21.9	-6.9	-2.9%
COc1ccc(OC)c2sc(NC(=O)CCSc3ccccc3)nc12	-1.6%	-6.3%	18.4%	-1.7%	-2.2%	-4.1	-5.3	17.7%
COc1ccc(N(CC(=O)O)S(=O)(=O)c2ccc(C)cc2)cc1Cl	13.7%	-15.0%	-2.7%[9.22 µM]	-0.1%	7.1%	-7.6	2.1	10.4%
O=C(COc1ncnc2ccccc12)N1CCN(S(=O)(=O)c2ccccc2)CC1	-5.5%	8.4%	-0.5%	5.9%	-3.8%	-22.8	-1.7	5.8%
Cc1ccc(NC(=O)c2c3c(nc4ccccc24)C(=O)N(C2CCCCC2)C3)cc1F	-7.0%	-33.1%[inhibitor]	23.2%	.	.	.	-0.8	.
O=C(Nc1ncc(S(=O)(=O)c2ccc([N+](=O)[O-])cc2)s1)c1cccnc1	-8.2%	-10.4%	-8.8%	9.8%	-3.8%	3.9	6.6	2.3%
CCOC(=O)Cc1csc(SCC(=O)/C(C#N)=C(\C)N)n1	7.1%	15.5%	0.5%	3.3%	-0.3%	15.3	1.6	9.8%
Fc1ccc(Nc2ccc(-c3ccc(F)cc3)nn2)cc1	-26.7%	23.1%	22.1%	0.3%	4.5%	15.5	0.9	5.6%
COc1ccccc1N(CC(=O)N1CCCC1)S(=O)(=O)c1cc([N+](=O)[O-])ccc1Cl	1.2%	5.0%	7.5%	-1.4%[1.84 µM]	-2.0%	-9.4	0.8	11.3%
Nc1nc2nonc2nc1N	26.7%	9.1%	-2.6%	-7.5%	5.7%	12.8	9.1	12.5%
COc1ccc(C(=O)c2ccc(N3CCN(C4CC(=O)NC4=O)CC3)cc2)cc1F (stereo not given)	-12.8%	16.1%	-1.9%	2.4%	4.7%	-25.6	7.9	-16.0%
O=C(N/N=C\c1ccccn1)c1cccc(C(=O)N/N=C\c2ccccn2)n1	12.4%	-5.9%	-25.6%	-11.7%	-2.6%	7.5	14.4	7.6%
CCC(C)Nc1nc(OC(C(F)(F)F)C(F)(F)F)nc(OC(C(F)(F)F)C(F)(F)F)n1 (stereo not given)	14.0%	-8.5%	-4.5%	-2.7%	-16.5%	-24.7	2.0	-16.6%
CCCCC(=O)Nc1cc(NC(=O)CCCC)cc(C(=O)O)c1	-3.5%	7.4%	-11.3%	-22.5%	4.9%	14.4	1.4	-1.8%
CC1(c2nnnn2-c2ccc3c(c2)OCCO3)CCC(=O)N1C1CC1 (stereo not given)	-9.0%	-6.2%	0.0%	-0.9%	4.4%	0.3	0.5	12.2%
Cc1cnc(NC(=O)CCCSc2nc3ccccc3s2)s1	29.4%	2.2%	0.0%	3.7%	10.1%	18.9	2.0	-6.2%
CCn1cc([N+](=O)[O-])c(C(=O)Nc2cc(C)on2)n1	-8.9%	-13.0%	-17.5%	-14.0%	24.0%	-17.1	-11.4	0.4%

Source: PubChem BioAssay (National Center for Advancing Translational Sciences (NCATS))

A portion of the library; rates above refer to the full screens.
